# Source: PubChem BioAssay (Broad Institute)
# SIRT5 block: sirtuin-5 (human) deacylase inhibition. Q9NXA8. Purified SirT5, succinyl-peptide AMC, trypsin-coupled fluorescence. inhibition, % at 15 µM. hit rate 1.1% among 330,000. AID 652115; in the data active means inhibition above about 15%
# Target sequence (Q9NXA8 whole entry, looked up): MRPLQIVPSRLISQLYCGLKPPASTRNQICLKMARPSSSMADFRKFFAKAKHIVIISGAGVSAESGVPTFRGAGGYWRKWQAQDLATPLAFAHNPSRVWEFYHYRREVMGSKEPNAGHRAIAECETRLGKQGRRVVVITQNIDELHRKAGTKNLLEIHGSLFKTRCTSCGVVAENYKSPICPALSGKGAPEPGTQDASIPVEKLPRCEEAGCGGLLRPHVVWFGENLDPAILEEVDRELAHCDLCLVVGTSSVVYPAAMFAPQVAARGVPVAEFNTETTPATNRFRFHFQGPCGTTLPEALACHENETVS
# Statin myotox sup: suppressors of simvastatin-induced myotoxicity in C2C12 myotubes; ATP luminescence, 48 h; scaled: DMSO 0, geranylgeraniol control 100; rescue of ATP level, % at 7.49 µM; hit rate 0.78% among 330,000; AID 602340;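 active means mean ATP rescue above about 67%, or every replicate alone reaching that limit, limit read from the data, passing the limit was not always enough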;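 further: myotubes were challenged with 10 µM simvastatin during compound exposure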
# ERp5 inh: blocks human ERp5 reductase activity on insulin | inhibition, % at 9.99 µM | ERp5 insulin aggregation, absorbance 650 nm, 90 min | hit rate 0.05% among 350,000 | Q15084 | AID 651711;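 active means mean replicate inhibition above about 25%, with every replicate also reaching it, limit read from the data, passing the limit was not always enough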
# Target sequence (Q15084 whole entry, looked up): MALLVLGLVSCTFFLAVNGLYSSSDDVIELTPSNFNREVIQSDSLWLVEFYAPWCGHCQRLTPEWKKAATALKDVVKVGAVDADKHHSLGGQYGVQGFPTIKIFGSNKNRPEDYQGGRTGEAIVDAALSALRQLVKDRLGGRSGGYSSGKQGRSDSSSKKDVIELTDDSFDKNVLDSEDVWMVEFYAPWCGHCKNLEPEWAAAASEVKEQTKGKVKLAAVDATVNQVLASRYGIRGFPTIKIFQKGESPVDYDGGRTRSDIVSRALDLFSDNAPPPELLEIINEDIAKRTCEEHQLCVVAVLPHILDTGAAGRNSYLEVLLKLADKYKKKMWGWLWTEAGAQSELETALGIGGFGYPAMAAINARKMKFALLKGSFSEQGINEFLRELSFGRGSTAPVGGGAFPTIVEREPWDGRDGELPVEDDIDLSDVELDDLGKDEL
# Cneo AK release: Cryptococcus neoformans lysis via adenylate kinase release | hit rate 0.2% among 360,000 | C. neoformans lysis, adenylate kinase release luminescence, 4 h; normalised: neutral wells 0, clomiphene wells 100 | lysis activity, % at 15 µM | AID 651654;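 active means mean lysis activity across replicates of at least 80%, whatever share of replicates individually reach that level; inactive means mean lysis activity below 80%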
#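 Material: C. neoformans cells; Schedule: 4 h static compound exposure, 37 °C, read 1 h post-reagent; Measured by: adenylate kinase release luminescence; Read-out: signal increase indicating cell lysis; Controls: Clomiphene as positive lysis control.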
# miR-122 sensor: inhibitors of miR-122 in Huh7 cells; activation (reporter increase), % at 12.5 µM; Huh7 miR-122 Renilla luciferase sensor, 48 h; neutral wells = 0, positive control = 100; hit rate 0.3% among 340,000;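 active means mean replicate activation score at least 90 and every replicate individually at or above 90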;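 further: higher luciferase means less miR-122 activity so hits act as miR-122 inhibitors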
# ARNT TACC3 PPI: disrupts binding between human ARNT and TACC3; hit rate 0.66% among 390,000; Q9Y6A5; AlphaScreen His-ARNT PAS-B/GST-TACC3 binding, luminescence; TACC3 fragment carries E629A point mutation; AID 623870; inhibition, % at 9.99 µM;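 active means mean inhibition of replicates at least 50% and at least half of replicates each reaching 50%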;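 further: 0% = complete ARNT plus TACC3 wells and 100% = ARNT alone without TACC3; many hits fall short of the cut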
# esBAF inh: blocks esBAF chromatin remodeling in mouse ES cells; Bmi1-luciferase knock-in reporter, 24 h; 100% = twice the neutral-well signal; reporter increase, % at 12.5 µM; hit rate 2% among 350,000; AID 602393; in the data active means activation above about 40%;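 further: 0% = median of the plate's neutral control wells and 100% = double that signal; a rise in the Bmi1 reporter signal indicates esBAF inhibition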
# Active calls of the source: *; . = not tested or not shown; & = joins results of further samples; [ ] = dose if it differs, or a comment.
cpd	SMILES	SIRT5 block	Statin myotox sup	ERp5 inh	Cneo AK release
1	Cc1sc(NC(=O)CN2CCCC2)nc1-c1ccc2c(c1)CCN2C(=O)c1ccc(F)cc1	1	4	-2	-6
2	COc1ccc(NC(=O)N[C@H]2CC[C@H](CCNS(=O)(=O)c3cccc(Cl)c3)O[C@H]2CO)cc1	7	2	6	17
3	O=C(C1CCC1)N(CCc1ccccc1)Cc1nc2ccccc2c(=O)[nH]1	.	.	.	1
4	CCn1c(SCC(=O)n2nc(C)cc2C)nnc1-c1ccc2c(c1)OCO2	.	12	.	0
5	COC(=O)CC1COc2ccccc2N1C(=O)c1ccc(OC)cc1 (stereo unspecified)	.	-4	.	1
6	C[C@H](CO)N1C[C@H](C)[C@@H](CN(C)S(C)(=O)=O)Oc2c(NC(=O)C3CCCCC3)cccc2C1=O	8&-1	-14&19	2&3	-6&-2
7	O=C(NCCC(F)(F)F)C1Cc2c(-c3ccccc3Oc3ccccc3)ccnc2O1 (stereo unspecified)	-1	.	-4	-1
8	C[C@@H]1CN([C@@H](C)CO)C(=O)c2cc(NC(=O)Nc3ccc(F)cc3)ccc2O[C@@H](C)CCCCO[C@@H]1CN(C)Cc1ccccc1	2	.	2	9
9	CCCC#Cc1cnc2c(c1)C(=O)N([C@H](C)CO)C[C@H](C)[C@@H](CN(C)C(=O)Cc1ccccc1)O2	1	.	-6	-9
10	CCc1ccc(NC(=S)N2CCN(c3cccc(OC)c3)CC2)cc1	-1	.	2	.
11	Cc1ccc(NC(=O)c2c([N+](=O)[O-])cnn2C)cc1C	-1	-1	-4	-3
12	COc1ccc(NC2=Nc3ccccc3N3C2=Nc2c(c(C)nn2-c2ccc(C)cc2)C3c2cccnc2)cc1 (stereo unspecified)	.	38	.	.
13	CO[C@@H]1CN(C)C(=O)c2cc(NS(=O)(=O)c3ccc(Cl)cc3)ccc2OC[C@H](C)NC[C@@H]1C	0	-1	-2	0
14	O=S(=O)(c1ccccc1)c1nc(-c2ccco2)oc1NCCCn1ccnc1	.	-1	.	0
15	CC(=O)Oc1ccccc1/C=C1\CCOC1=O	2	9	-2	1

cpd	miR-122 sensor	ARNT TACC3 PPI	esBAF inh
1	.	8	12
2	.	.	8
3	1	-2	-1
4	1	-5	8
5	-3	-12	-8
6	6[16.7 µM]	5&-20	2&8
7	.	.	.
8	6[16.7 µM]	15	2
9	13[16.7 µM]	-4	0
10	-4	-2	.
11	-2	.	-11
12	-23	4	5
13	-2[16.7 µM]	-1	3
14	-4	24	-7
15	-4	2	-10

# Further results:
cpd	SMILES	SIRT5 block	Statin myotox sup	ERp5 inh	Cneo AK release
16	C#CCOCCOCCOCCNc1nc(N2CCOCC2)nc(N2CCN(C(=O)Cn3cc(CC(C)O)nn3)CC2)n1 (stereo unspecified)	-1	0	7	0
17	CCOc1ccc(NC(=S)N2CCN(S(C)(=O)=O)CC2)cc1	0	13	-4	-1
18	Cc1ccc(-c2c(C)cc3oc(=O)cc(-c4ccccc4)c3c2C)cc1	-3	1	8	3
19	C/C=C/c1ccc(OCCCCOc2ccccc2C(C)=O)c(OC)c1	-3	.	7	.
20	Cc1ccc(S(=O)(=O)N(C)C[C@H]2Oc3cc(C#Cc4ccccc4)ccc3S(=O)(=O)N([C@H](C)CO)C[C@H]2C)cc1	1	14	3	-15
21	CC(=O)c1c(C)[nH]c(C(=O)OCC(=O)Nc2ccc3c(c2)OCCO3)c1C	0	-10	1	-2
22	CC(C)NC(=S)N=Nc1c(O)[nH]c2ccc([N+](=O)[O-])cc12	-1	.	-3	.
23	C[C@H]1CN([C@@H](C)CO)C(=O)c2cc(C#Cc3ccccc3F)cnc2O[C@@H]1CN(C)C(=O)C1CC1	-2	-5	6	-11
24	C[C@@H]1CN([C@@H](C)CO)C(=O)c2c(c3ccccc3n2C)-c2ccccc2CO[C@H]1CN(C)C	1	.	-1	-1
25	O=C(NC1CCCCCC1)C1CCN(S(=O)(=O)c2c(Cl)cccc2Cl)CC1	1	-10	-7	-1
26	CCCN1C(=O)CC(Sc2ncccc2C(=O)O)C1=O (stereo unspecified)	-5	3	7	-2
27	O=C(/C=C/c1ccccc1)N1CCN(c2c(Cl)cccc2[N+](=O)[O-])CC1	-2	.	5	.
28	O=C(NCN1CCc2ccccc2C1)c1cnccn1	-4	5	1	0
29	CSc1nnc2n(C)c3c(c(=O)n12)C1(CCCC1)Cc1ccccc1-3	-6	-10	4	.
30	C/C=C/CSc1nc2c(c(=O)[nH]c(=O)n2C)n1C(C)C	.	17	.	0

cpd	miR-122 sensor	ARNT TACC3 PPI	esBAF inh
16	2	-3	-1
17	-2	-10	-4
18	-9	7	-8
19	.	-4	.
20	44[16.7 µM]	10	-2
21	.	11	2
22	.	-1	.
23	3[16.7 µM]	-3	3
24	.	16	4
25	-1	-2	-5
26	-1	-3	-6
27	.	-16	.
28	.	0	0
29	16	24	-3
30	-19	-7	-9

# The list goes on:
cpd	SMILES	SIRT5 block	Statin myotox sup	ERp5 inh	Cneo AK release
31	COc1cccc(C(=O)Nc2cccc(-c3ccc(N4CCOCC4)nn3)c2)c1OC	-3	-32	-2	-13
32	COc1cccc(OCc2cc(C(=O)NCc3cnc4ccccn34)no2)c1	-4	1	0	-1
33	CC(=O)NC(CCS(C)(=O)=O)C(=O)Nc1cc(Cl)ccc1Cl (stereo unspecified)	-8	-4	0	0
34	COC(=O)c1ccc2nc(-c3ccccc3)c(Cc3ccccc3OC)n2c1	-2	-35	0	2
35	CCOC(=O)C1(C)CCN1C(=O)c1cccc(Cl)c1 (stereo unspecified)	32*	2	-7	1
36	O=C(c1cccs1)N(CC1CCCO1)c1nc(-c2ccccc2)cs1 (stereo unspecified)	.	12	.	4
37	O=C(O)c1cccc(-n2c(/C=C/c3ccccc3)nc3ccccc3c2=O)c1	12	13	4	-1
38	CCCN1C(=O)C(O)(C2CC(=O)CC(C)(C)O2)c2ccccc21 (stereo unspecified)	.	-5	.	126*
39	CCOc1ccccc1N(CC(=O)NCc1ccc(OC)cc1)S(C)(=O)=O	.	7	.	.
40	O=C(C[C@@H]1CC[C@@H](NC(=O)Nc2ccccc2F)[C@H](CO)O1)NCc1ccc(Cl)cc1	-2	7	2	-1
41	COc1cccc(CNc2cccc(C(F)(F)F)c2)c1O	.	6	1	10
42	O=c1ccc2ccccc2n1Cc1cccc(F)c1	2	12	1	.
43	C[C@H]1CCCCO[C@H](CN(C)CC2CC2)[C@@H](C)CN([C@@H](C)CO)C(=O)c2cc(NS(=O)(=O)c3ccc(F)cc3)ccc2O1	0	.	-3	2
44	COC(=O)c1ccc(NC(=O)CCN2CCN(CCC(=O)Nc3ccc(C(=O)OC)cc3)CC2)cc1	.	-9	.	1
45	COc1ccccc1CN1[C@H](CO)[C@H]2c3ccccc3N(C(=O)c3ccncc3)C[C@H]21	4	5	0	-3

cpd	miR-122 sensor	ARNT TACC3 PPI	esBAF inh
31	2	14	20
32	5	7	3
33	-5	-4	-8
34	9	.	21
35	-5	.	-3
36	4	-44	17
37	0	-5	-6
38	-3	-7	-9
39	2	.	-5
40	.	7	-1
41	-1	.	-6
42	.	-18	8
43	6[16.7 µM]	-4	1
44	-4	-7	-3
45	5[16.7 µM]	-2	-7

# Fetched one by one from above, 7 records:
cpd	SMILES	SIRT5 block	Statin myotox sup	ERp5 inh	Cneo AK release
40	O=C(C[C@@H]1CC[C@@H](NC(=O)Nc2ccccc2F)[C@H](CO)O1)NCc1ccc(Cl)cc1	-2	7	2	-1
34	COC(=O)c1ccc2nc(-c3ccccc3)c(Cc3ccccc3OC)n2c1	-2	-35	0	2
41	COc1cccc(CNc2cccc(C(F)(F)F)c2)c1O	.	6	1	10
33	CC(=O)NC(CCS(C)(=O)=O)C(=O)Nc1cc(Cl)ccc1Cl (stereo unspecified)	-8	-4	0	0
39	CCOc1ccccc1N(CC(=O)NCc1ccc(OC)cc1)S(C)(=O)=O	.	7	.	.
44	COC(=O)c1ccc(NC(=O)CCN2CCN(CCC(=O)Nc3ccc(C(=O)OC)cc3)CC2)cc1	.	-9	.	1
38	CCCN1C(=O)C(O)(C2CC(=O)CC(C)(C)O2)c2ccccc21 (stereo unspecified)	.	-5	.	126*

cpd	miR-122 sensor	ARNT TACC3 PPI	esBAF inh
40	.	7	-1
34	9	.	21
41	-1	.	-6
33	-5	-4	-8
39	2	.	-5
44	-4	-7	-3
38	-3	-7	-9

# More structures
cpd	SMILES	SIRT5 block	Statin myotox sup	ERp5 inh	Cneo AK release
46	CC12CCC(=O)N1C(C(=O)NNC(=O)c1cccc(Cl)c1)CS2 (stereo unspecified)	9	-9	0	4
47	COc1ccccc1NC(=O)N[C@@H]1CC[C@@H](CCn2cc(-c3ccccc3)nn2)O[C@@H]1CO	0	3	-1	-3
48	Cc1ccc(NC(=O)CSc2nc(N)cc(N)n2)cc1S(=O)(=O)N1CCOCC1	0	2	2	-5
49	CN(C)C(=O)c1ccc(-c2ccc3c(c2)[C@H]2[C@H](CCN2C(=O)c2ccccn2)[C@H](CO)N3)cc1	.	-20	.	5
50	CCOC(=O)c1c(-c2ccc(OC)cc2)oc2cc(Br)c(O)cc12	-21	-8	3	-1
51	COc1cc2c(cc1OC)C(c1ccccc1O)NCC2 (stereo unspecified)	5	-6	-2	1
52	COc1ccc(S(=O)(=O)Nc2cc3c4c(c2)CC(=O)N4CCC3)cc1	-9	-9	1	1
53	O=C(CSc1nnc(CCc2ccccc2)n1-c1ccc(Cl)cc1)NCc1ccccc1	.	.	.	-3
54	CCCc1cc(=O)oc2cc(OCC(=O)N3CC[C@@]4(O)CCCC[C@H]4C3)ccc12	-2	12	5	2
55	C=C(C)CC(Nc1ccc(OC)cc1)c1ccco1 (stereo unspecified)	-1	.	3	.
56	C[C@@H]1CN([C@@H](C)CO)C(=O)c2cc(Br)cnc2O[C@H]1CN(C)Cc1ccc(-c2ccccc2)cc1	5&3	-5&1	2&2	0&-11
57	COc1cccc(NC(=O)COc2ccccc2C(N)=O)c1	.	6	.	-6
58	CCOc1cc(-c2noc(CCCC(N)=O)n2)cc(Br)c1OC	.	1	.	-2
59	Cc1ccc(S(=O)(=O)Nc2ccc3c(c2)C(=O)N([C@H](C)CO)C[C@H](C)[C@H](CN(C)Cc2ccncc2)OCCCC[C@H](C)O3)cc1	3	.	-2	-1
60	Nc1nc(-c2ccccn2)nc(N)c1Cc1ccc(Cl)cc1Cl	-2	.	-2	.

cpd	miR-122 sensor	ARNT TACC3 PPI	esBAF inh
46	.	1	0
47	.	-4	0
48	11	-5	0
49	8[16.7 µM]	11	-3
50	-1	-8	-2
51	7	-1	-8
52	11	-4	3
53	-3	-12	.
54	-2	.	9
55	.	-2	.
56	-2	3	-6&-8
57	.	3	6
58	0	-6	2
59	-13[16.7 µM]	0	2
60	-1	57*	.

# (next part)
cpd	SMILES	SIRT5 block	Statin myotox sup	ERp5 inh	Cneo AK release
61	O=C(NCCN1CCCCC1)c1ccc(=O)oc1	.	.	.	-3
62	Nc1nc(NCc2ccco2)nc(N2CCCCCC2)c1[N+](=O)[O-]	.	.	.	1
63	C/C=C/c1cnc2c(c1)C(=O)N([C@H](C)CO)C[C@H](C)[C@@H](CN(C)Cc1ccc(F)cc1)O2	4	13	-3	54
64	COc1ccc(OC)c(CN2CCN(C(=O)CNC(=O)c3ccccc3F)CC2)c1	0	7	4	-2
65	CC1(C)Oc2ccc3ccc(=O)oc3c2-c2cn[nH]c21	.	40	.	2
66	CCOC(=O)[C@@H]1CSCCS(=O)(=O)N1Cc1ccccc1Br	-2	-3	5	7

cpd	miR-122 sensor	ARNT TACC3 PPI	esBAF inh
61	-4	-2	20
62	-1	5	.
63	38[16.7 µM]	-4	-14
64	6	-4	1
65	-18	3	-8
66	2	-1	-2
